CHRM5 PAM: human M5 muscarinic receptor positive allosteric modulators, primary screen, CHO-K1 cells, Fluo-8 calcium fluorescence; 0.3% of 360,000 active; CHO-K1 hM5, ACh EC20 PAM; 0% = ACh EC20, 100% = ACh EC100; activation, % at 3 µM; Muscarinic acetylcholine receptor M5 (Homo sapiens), P08912;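 active means activation above the run cutoff, the mean activation of all test compounds plus 3 SD, cut at about 18% in these data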
Target sequence (P08912 whole entry, looked up): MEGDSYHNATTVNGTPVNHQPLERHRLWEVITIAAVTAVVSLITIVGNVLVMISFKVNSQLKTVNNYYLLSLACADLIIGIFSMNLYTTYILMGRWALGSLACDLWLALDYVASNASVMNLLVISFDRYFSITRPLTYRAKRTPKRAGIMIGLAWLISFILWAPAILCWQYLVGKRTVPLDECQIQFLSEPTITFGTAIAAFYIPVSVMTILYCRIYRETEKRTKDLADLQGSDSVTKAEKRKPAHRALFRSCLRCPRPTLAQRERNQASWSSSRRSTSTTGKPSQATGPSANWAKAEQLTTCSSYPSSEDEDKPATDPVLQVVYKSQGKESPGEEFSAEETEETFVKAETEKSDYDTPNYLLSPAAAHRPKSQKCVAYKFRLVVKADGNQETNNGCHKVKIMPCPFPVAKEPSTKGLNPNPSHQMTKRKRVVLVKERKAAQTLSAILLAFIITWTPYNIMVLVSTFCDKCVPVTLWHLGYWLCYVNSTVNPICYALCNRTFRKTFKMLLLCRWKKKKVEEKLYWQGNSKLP
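Replicates: One well per compound, no replicates | System: Human M5 receptor in CHO-K1 cells | Benchmarks: Low control EC20 acetylcholine (0%), high control EC100 acetylcholine (100%) | Probe or stimulus: Acetylcholine, EC20 level | Times: Fluo-8 loading 80 min at 37 °C plus 30 min room temperature | Signal: Intracellular calcium via Fluo-8 fluorescence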
M1 ag parental: counter-screen for M1 agonists: effect in parental CHO-K1 cells | Fluo-8 calcium fluorescence; scaled to maximal ATP response, vehicle zero | 0.48% of 360,000 active | activation, % at 3 µM; in the data active means activation above about 15%;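 further: untransfected CHO-K1 host cells lacking M1 receptor as counterscreen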
CHRM5 antagonist: human M5 muscarinic receptor antagonists, primary screen, CHO cells, Fluo-8 calcium fluorescence; Muscarinic acetylcholine receptor M5 (Homo sapiens), P08912; CHO-hM5 cells, ACh EC80; inhibition, % at 3 µM; 0.59% of 360,000 active; AID 624040, 2012;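 active means inhibition above a per-plate cutoff, the mean of that plate's test compounds plus 3 SD, cut at about 27% in these data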;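 further: 0% = acetylcholine EC80 with DMSO and 100% = DMSO without agonist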
CHRM5 agonist: human M5 muscarinic receptor agonists, primary screen, CHO-K1 cells, Fluo-8 calcium fluorescence; Muscarinic acetylcholine receptor M5 (Homo sapiens), P08912; CHO-K1 hM5 cells; 0% DMSO wells, 100% maximal acetylcholine response; activation, % at 3 µM; 0.19% of 360,000 active; AID 624037, 2012;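 active means activation above the run's mean over test compounds plus 3 SD, cut at about 23% in these data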;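 further: signal is peak over basal fluorescence ratio across the kinetic read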
M1 PAM parental: nonselective calcium activators in parental CHO-K1 cells, primary screen, counter-screen for M1 PAM project, cell-based, Fluo-8 calcium fluorescence, full deck, 1536-well | ATP EC20; 0% at ATP EC20, 100% at ATP max | activation, % at 3 µM | 0.02% of 360,000 active | AID 602247, 2012;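 active means activation above the run cutoff, the mean activation of all test compounds plus 3 SD, cut at about 40% in these data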;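 further: peak over basal fluorescence ratio in a 140 s read after ATP addition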
CHO-K1 Ca antag: nonselective inhibitor or artifact in parental CHO-K1 cells | ATP-induced calcium, Fluo-8 fluorescence | inhibition, % at 3 µM | 0.6% of 360,000 active | AID 602250;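 active means inhibition above a per-plate cutoff, the plate's mean sample inhibition plus 3 SD, cut at about 24% in these data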;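 further: 0% = DMSO plus EC80 ATP and 100% = DMSO alone without ATP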
CHRM4 antagonist: human M4 muscarinic receptor antagonists, primary screen, CHO cells, Fluo-8 calcium fluorescence; Muscarinic acetylcholine receptor M4 (Homo sapiens), P08173; CHO-hM4 cells, ACh EC80; inhibition, % at 3 µM; 0.73% of 360,000 active; AID 624125, 2012;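 active means inhibition above its plate's cutoff, the mean inhibition of sample wells plus 3 SD, cut at about 27% in these data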;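 further: 0% = acetylcholine EC80 with DMSO and 100% = DMSO without agonist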
Target sequence (P08173 whole entry, looked up): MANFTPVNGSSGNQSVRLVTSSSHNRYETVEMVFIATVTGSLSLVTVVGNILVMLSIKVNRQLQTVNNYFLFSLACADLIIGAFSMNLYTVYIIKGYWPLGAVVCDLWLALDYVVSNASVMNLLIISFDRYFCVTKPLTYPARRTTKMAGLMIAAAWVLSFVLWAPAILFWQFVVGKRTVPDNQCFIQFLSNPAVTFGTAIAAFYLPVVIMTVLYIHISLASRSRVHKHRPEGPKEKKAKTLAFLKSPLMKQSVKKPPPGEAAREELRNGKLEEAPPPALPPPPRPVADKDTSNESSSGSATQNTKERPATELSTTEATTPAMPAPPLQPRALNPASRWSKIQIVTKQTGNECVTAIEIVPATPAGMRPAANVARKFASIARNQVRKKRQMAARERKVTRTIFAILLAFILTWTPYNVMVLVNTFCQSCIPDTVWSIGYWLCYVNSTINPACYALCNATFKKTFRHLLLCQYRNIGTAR
M4 PAM: human M4 muscarinic receptor positive allosteric modulators, primary screen, CHO-K1 cells, Fluo-8 calcium fluorescence | Muscarinic acetylcholine receptor M4 (Homo sapiens), P08173 | CHO-K1 hM4/Gqi5, ACh EC20; 0% = ACh EC20, 100% = maximal ACh | activation, % at 3 µM | 0.4% of 360,000 active | AID 624126, 2012;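 active means activation above its plate's cutoff, the mean activation of sample wells plus 3 SD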; further: some results filed as inactive read as strong as hits
M4 ag: human M4 muscarinic receptor agonists, primary screen, CHO-K1 cells, Fluo-8 calcium fluorescence; Muscarinic acetylcholine receptor M4 (Homo sapiens), P08173; activation, % at 3 µM; 0.14% of 360,000 active; CHO-K1 hM4/Gqi5; vehicle 0%, full acetylcholine response 100%; AID 624127, 2012;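 active means activation above the run mean over all test wells plus 3 SD, cut at about 32% in these data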;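 further: peak over basal fluorescence ratio per well then scaled between controls; 0% = DMSO wells and 100% = acetylcholine at EC100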
* = called active by the depositor; & = joins results of further samples; ! = not active in a repeat.

SMILES,M4 ag,M1 ag parental,M4 PAM,M1 PAM parental,CHRM5 agonist,CHRM4 antagonist,CHRM5 antagonist,CHRM5 PAM,CHO-K1 Ca antag
COC(CNC(=O)c1cn(C)c2ccc(S(=O)(=O)N3CCOCC3)cc2c1=O)OC,0.6,1.6,8.0,1.2,-3.3,-1.7,11.0,0.7,-4.7
O=C(O)CCCC(=O)Nc1ccc(Br)cc1C(=O)O,-0.1,-0.1,3.1,16.8,-4.1,0.7,-0.3,2.0,-8.1
Cc1ccc(C(=O)Nc2ccc3c(c2)OCO3)o1,0.9,0.0,12.0,8.9,-4.4,-11.4,1.6,8.1,-13.5
COc1ccc(Cl)cc1C(=O)OCC(=O)NCc1cccs1,2.8,0.7,15.2,10.5,-4.9,-5.0,-6.0,7.5,-20.8
Nc1cc2c(cc1O)CCCC2,1.4,0.4,-0.4,14.6,2.6,-3.5,-0.7,1.6,-1.6
COc1cc2c(cc1OC)C(C)N(Cc1ccc3c(c1)OCO3)CC2 (centres undefined),0.3,0.1,5.4,10.5,0.0,-5.3,1.2,2.9,-1.3
CCc1nc2ccc(C(=O)NCCN3CCNC3=O)cn2c1N(CCC(C)C)CCN(C)C,0.2,0.7,3.2,14.8,-1.5,-9.8,3.9,-1.1,-5.0
CCN1CCN(c2cc(C)c3cc(NC(=O)Cc4ccc(OC)c(OC)c4)ccc3n2)CC1,-0.7,-0.7,0.7,1.0,-1.2,-5.9,5.2,-4.3,28.4*
COc1nc(NS(=O)(=O)c2ccc(C)cc2)nc(C)c1Cl,0.5,0.0,-3.2,-3.9,-5.8,11.4,-3.8,0.8,-1.5
O=C(CSC(=S)N1CCCC1)Nc1cc2c(cc1Br)OCCO2,0.9,0.1,-2.2,-18.5,-5.2,7.2,12.6,-1.7,3.4
COc1ccc(C2CC(c3ccccc3)=NN2C(=S)Nc2ccccc2)cc1 (centres undefined),0.8,0.0,-1.9,10.9,4.8,-3.6,0.1,7.4,-13.0
Cc1ccc2nc(N(CCCN(C)C)C(=O)c3cc(-c4cccs4)nc4ccccc34)sc2c1,13.9,3.4,4.0,11.0,-4.4,10.2,-5.5,3.6,-1.2
c1ccc2c(C(c3nnnn3-c3ccc4c(c3)OCCO4)N3CCCCC3)ccnc2c1 (centres undefined),1.0,0.9,1.0,-6.0,1.2,-5.5,-3.8,5.6,9.2
OC(COc1ccccc1F)CN1CCC(Cc2ccccc2)CC1 (centres undefined),5.0,0.7,-8.3,-4.9,-17.4,0.5,14.2,-2.0,4.7
CCN(CC)C(=O)Oc1c(Cl)cc(Cl)c2cccnc12,-0.9,-0.9,4.6,-6.2,-3.9,-10.5,1.2,-8.3,-5.0
Cc1nnc(NC(=O)CSC2=NN3CCCC(=O)N=C3S2)s1,0.8,-0.1,1.9,-3.3,-4.0,0.2,-2.8,-13.5,7.0
Nc1ccc2c(c1)Oc1ccccc1C=C2,2.0,2.7,-6.9,-10.2,-0.9,-4.4,3.2,0.6,-9.1
Nc1ccccc1-c1nnc2n1CCCCC2,0.1,-0.4,0.4,16.1,-5.4,-3.8,17.0,0.4,-10.6
CCCCn1c(N)c(N(CC(C)C)C(=O)c2cc(-c3ccncc3)nc3ccccc23)c(=O)[nH]c1=O,0.6,0.6,4.2,-4.8,-2.4,-1.2,3.0,-1.8,-9.3
CC(OC(=O)c1ccncc1)C(=O)Nc1cccc([N+](=O)[O-])c1 (centres undefined),2.4,0.3,6.3,-6.2,1.8,-5.4,-0.1,3.0,-13.0
CCCCCc1n[nH]c2c1CCCC2,-0.1,-0.2,20.3,18.2,-2.4,-5.5,10.3,-3.5,-9.1
CCCCC1CN2CCc3c([nH]c4ccccc34)C2(C)C1 (centres undefined),8.4,1.7,-4.6,-3.0,-8.3,-2.7,6.7,-0.6,-0.8
Cc1ccccc1C(=O)Nc1ccnn1C1CCN(C(C)Cc2ccccc2F)CC1 (centres undefined),13.3,7.3,-8.4,5.4,1.7,1.4,17.5,-10.9,0.1
COCCn1c(-c2ccc(OC)cc2)cnc1SCC(=O)Nc1cccc2ccccc12,3.0,2.2,-2.8,21.3,-2.1,-8.7,2.4,-6.1,-8.0
CCOc1cc(N2CCOCC2)c(OCC)cc1NC(=O)c1cc(S(=O)(=O)N2CCOCC2)ccc1C,4.7,1.9,-0.4,0.1,4.1,-9.3,8.5,2.1,9.3
NC(=O)CC(NC(=O)Cc1ccc(Br)cc1)c1ccc(NC2CCCCCC2)c([N+](=O)[O-])c1 (centres undefined),0.9,0.7,6.3,19.1,-0.7,5.3,13.0,5.7,-0.3
Cc1ccc(C(=O)NCCCc2ccccc2)s1,-1.0,1.1,-1.1,21.2,-3.9,1.7,-4.2,4.2,-6.2
Nc1nonc1-n1nnc(C(=O)N/N=C/c2ccccc2Cl)c1COc1ccc(F)cc1,1.0,1.8,-18.4,-2.0,0.1,-1.9,9.3,-7.0,3.5
Cc1cc(=O)oc2cc(OCC(=O)Nc3ccc(S(=O)(=O)N(C)C)cc3)ccc12,1.1,0.0,17.4,0.2,1.4,-4.9,-8.0,12.5,-4.4
COc1ccc(CN(C)C(=O)c2cccc(NC(=O)CC3SC(N4CCCCC4)=NC3=O)c2)c(OC)c1 (centres undefined),0.5,-0.1,3.4,2.1,2.1,-2.7,16.8,-3.8,2.9
CCOc1cc(-c2c(C#N)c(N)nc3c2CCCC3)ccc1O,0.9,0.2,0.2,13.7,-6.9,-1.8,9.3,3.7,0.1
CCc1cc(=O)oc2c(C)c(OS(C)(=O)=O)ccc12,1.4,0.5,1.5,-0.7,-4.6,3.6,-1.8,8.8,0.5
Cc1ccc(S(=O)(=O)N2CCC(C)CC2)cc1,0.4,0.2,-1.4,-2.8,0.7,9.0,0.7,-1.9,-3.7
CCOC(=O)c1cc2c(C)n(-c3ccc(N(C)C)cc3)c(C)c2cc(C(=O)OCC)c1=O,1.1,1.4,4.0,21.6,0.7,-2.0,0.5,3.0,-12.7
CC(C)c1ccc(NC2CCCN(C(=O)CCN3CCCO3)C2)cc1 (centres undefined),1.5,1.1,8.2,-4.7,0.0,-8.5,-15.7,7.4,-14.9
O=C(O)C1CCN(C(=O)NC2CCCCC2)CC1,1.2,0.0,15.7,11.5,-3.4,-18.9,-7.5,3.6,-14.7
N#CCCn1ncc2ccccc21,-0.1,-0.3,1.9,16.8,-4.9,1.4,1.9,2.3,5.7
COc1cccc(-c2noc(CCC(=O)NC3CCCC3)n2)c1,1.9,1.1,-0.2,-13.1,-2.0,2.3,3.8,3.1,-0.1
O=C(Cc1cc(=O)[nH][nH]1)N/N=C/C(Cl)=C/c1ccccc1,0.2&0.6,0.8&0.0,35.1*!,-4.0&5.7,-1.1&-2.4,-3.5&-10.1,-0.3&-5.0,-0.8&-2.0,-35.5&-5.9
CC(=O)Nc1ccc(S(=O)(=O)NNC(=O)COc2cccc3ccccc23)cc1,0.6,0.1,-4.6,-12.8,-0.3,1.5,-0.3,-3.0,13.9
NC(=O)c1sc2cc(C(F)(F)F)cnc2c1-c1cccs1,2.6,1.1,2.9,13.4,-2.6,-0.2,5.2,1.4,-13.1
O=C(N/N=C/C(Br)=C\c1ccccc1)c1cccs1,1.9,1.1,-1.3,13.9,6.5,-4.3,-29.2,22.8*,-12.4
COc1ccccc1NC(=O)/C(C#N)=C/c1ccc(OCCN2CCOCC2)c(OC)c1,3.4,2.1,2.0,9.3,0.5,-4.8,2.4,-6.7,1.5
Cc1cc(SCC(=O)c2ccc(O)c(O)c2)n2nc(C)c(-c3ccccc3)c2n1,9.6,2.8,-10.5,-0.6,1.6,13.0,11.7,1.4,-9.8
Cc1c(C(c2ccccc2Br)c2c(C)n(C)n(-c3ccccc3)c2=O)c(=O)n(-c2ccccc2)n1C,1.6,0.8,-7.8,2.0,-5.6,10.7,-3.2,-5.8,-2.9
Cc1ccc(C(c2c(C)[nH][nH]c2=O)c2c(C)[nH][nH]c2=O)cc1,0.7,1.3,0.9,3.2,-2.8,-2.4,9.9,-3.9,0.8
Cc1ccccc1-c1cccc([C@@H]2C[C@H]3C(CN2)CON3C)c1 (some centres undefined),0.9,0.3,0.5,2.6,-0.7,-5.1,3.6,1.0,5.6
COc1ccc(OCC(=O)Nn2c(-c3cccc(OC)c3)nc3ccccc3c2=O)cc1,2.8,0.2,5.4,-9.6,-0.8,-6.4,-7.7,-3.9,9.6
CCn1cc(S(=O)(=O)CC(=O)Nc2cc(C)ccc2C)c2ccccc21,3.5,0.6,0.6,10.9,2.1,-6.0,-2.9,-3.6,-3.4
CCc1ccc(CN2CCN(c3ncccn3)CC2)cc1,1.5,1.8,-0.3,11.8,-5.5,-3.1,5.0,4.3,-5.2
CCOC(=O)Cc1csc(NC(=O)CSc2nnnn2-c2ccc(F)cc2)n1,8.1,9.7,-2.5,8.7,6.8,2.4,-1.4,-6.7,-25.8
CCCCn1c(N)c(N(CC)C(=O)c2c(C)noc2C)c(=O)[nH]c1=O,0.4,0.2,5.2,-10.2,0.3,-4.1,8.1,-0.9,6.6
CC(Oc1ccc(F)cc1)C(=O)Nc1cc(S(=O)(=O)N2CCOCC2)ccc1N1CCN(C)CC1 (centres undefined),0.9,0.2,-0.8,-7.8,2.9,-6.1,6.6,0.4,6.7
COC(=O)c1ccc(OC)c(OC2CCCC2)c1,-0.1,-0.1,14.2,2.5,-5.3,-23.5,-5.3,1.9,-3.2
CCCCCCN1CC(=O)N2[C@@H](Cc3c([nH]c4ccccc34)C2(C)C)C1=O,6.2,3.9,-0.7,6.4,-2.8,9.4,14.8,-6.4,-17.6
O=C(Nc1ccccc1-c1nnc(SCc2ccccc2)o1)c1ccccc1,-0.9,0.7,2.6,16.1,0.4,-1.0,-1.4,3.2,0.3
Cc1coc2cc3oc(=O)c(CC(=O)N(C)CC(=O)O)c(C)c3cc12,-0.1,-0.1,-2.5,-3.0,-5.4,-2.6,0.6,-1.1,-4.6
Cc1nn(CC(=O)N2CCOCC2)c(C)c1[N+](=O)[O-],0.6,0.0,2.2,-6.6,1.4,-2.2,-0.2,1.3,4.4
Cc1ccc(NC(=O)COC(=O)C2CC3CCCC(C2)C3=O)c([N+](=O)[O-])c1 (centres undefined),5.2,2.8,-2.0,4.3,1.5,2.5,10.9,2.5,-9.2

Source: PubChem BioAssay

Random draw from the library (roughly 2.7% active in at least one column).
